# Compound activity deposited in PubChem by several laboratories.
# KCNQ2 block – KCNQ2 potassium channel inhibitors, primary screen, cell-based, CHO-K1, FluxOR thallium flux, B-score (AID 2156); B-score at 10 µM; 20 min; active compounds read low; Potassium voltage-gated channel subfamily KQT member 2 (Rattus norvegicus), O88943; 1.1% of 310,000 active;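 active = fluorescence ratio B-score at most minus 3 library SDs, with starting brightness B-score within 2 library SDs, cut at about -5.5 in these data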
# OX1R antag – antagonists of human orexin 1 receptor (OX1R); Orexin/Hypocretin receptor type 1 (Homo sapiens), O43613; OX1R-expressing cells, FRET antagonist read-out; inhibition, % at 6.6 µM; 1.8% of 330,000 active; in the data active = inhibition mostly above about 38%, no sharp cut-off; inactive = mostly below about 40%;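 note: 0% = agonist challenge alone and 100% = reference antagonist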
# Target sequence (O43613 whole entry, looked up): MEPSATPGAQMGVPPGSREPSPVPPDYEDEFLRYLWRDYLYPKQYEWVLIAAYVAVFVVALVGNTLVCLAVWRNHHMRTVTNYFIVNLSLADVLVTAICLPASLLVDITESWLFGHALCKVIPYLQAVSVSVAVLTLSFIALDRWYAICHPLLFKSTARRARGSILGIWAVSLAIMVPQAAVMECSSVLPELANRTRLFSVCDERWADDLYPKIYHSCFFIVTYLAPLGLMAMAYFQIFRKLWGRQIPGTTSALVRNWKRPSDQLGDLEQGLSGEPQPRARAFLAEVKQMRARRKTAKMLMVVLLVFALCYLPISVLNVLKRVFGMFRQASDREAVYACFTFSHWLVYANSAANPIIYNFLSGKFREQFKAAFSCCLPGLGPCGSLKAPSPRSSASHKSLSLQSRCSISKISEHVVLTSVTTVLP
# STK33 inh – inhibitors of purified STK33 kinase, primary screen, biochemical, ADP-Glo luminescence, homogeneous, cell-free. MBP phosphorylation. inhibition, % at 10 µM. 0.073% of 320,000 active;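 active = inhibition at or above 25%, using the most active replicate where run in duplicate; inactive = inhibition below 25%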
# Target sequence (Q9BYT3 whole entry, looked up): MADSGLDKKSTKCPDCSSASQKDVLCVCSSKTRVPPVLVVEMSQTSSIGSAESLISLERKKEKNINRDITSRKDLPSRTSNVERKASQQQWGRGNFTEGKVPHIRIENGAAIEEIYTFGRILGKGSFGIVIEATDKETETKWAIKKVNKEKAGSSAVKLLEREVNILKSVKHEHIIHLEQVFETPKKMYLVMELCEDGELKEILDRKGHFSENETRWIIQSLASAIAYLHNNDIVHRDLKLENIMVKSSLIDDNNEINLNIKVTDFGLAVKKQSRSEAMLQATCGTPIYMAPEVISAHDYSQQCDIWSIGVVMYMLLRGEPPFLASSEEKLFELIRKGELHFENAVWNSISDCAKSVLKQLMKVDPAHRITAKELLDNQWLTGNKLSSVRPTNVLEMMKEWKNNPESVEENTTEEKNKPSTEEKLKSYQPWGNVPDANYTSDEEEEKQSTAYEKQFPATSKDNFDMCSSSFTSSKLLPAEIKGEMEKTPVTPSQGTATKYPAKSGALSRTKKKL
# * marks the source's active call; other numbers are inactive results; i = inactive; nt = not tested or not shown.
# Order of results: KCNQ2 block	OX1R antag	STK33 inh
CC1CN(S(=O)(=O)c2cccc(C(=O)OC/C(O)=C(\C#N)c3nc4ccccc4[nH]3)c2)CC(C)O1 (stereo not given)
→ i	29.2	-0.4
Fc1ccc(-c2nnc(SCc3cccnc3)o2)cc1
→ i	16.2	0.5
CCCCOc1ccc(C(=O)CCN2CCCCC2)cc1
→ i	10.2	-2.1
CCc1cccc(NC(=O)C(NC(=O)C2CCCCC2)C(C)C)c1 (stereo not given)
→ i	8.5	-0.3
COc1ccc(NC(=O)COC(=O)CNC(=O)C2CCCCC2)cc1
→ i	2.0	-1.4
Cc1cc(C)c2oc(=O)cc(CN3CCC(C)CC3)c2c1
→ i	-3.4	-0.8
COc1ccc2[nH]c(=O)c(CN(C(=O)c3ccccn3)c3ccccc3)cc2c1
→ i	9.4	-1.7
C=CCN1C(=O)/C(=C2/Sc3ccccc3N2C)SC1=Nc1c(C)n[nH]c1C
→ i	9.3	0.5
NC(=O)c1ccccc1NC(=O)CN1CCCCCC1
→ i	18.1	0.2
CCN1CCN(C(=O)C2CCC(=O)N(Cc3cccc(C(F)(F)F)c3)C2)CC1 (stereo not given)
→ i	13.7	-0.4
CC1(CC(=O)NNC(=O)Nc2ccccc2)OCCCO1
→ i	25.1	0.8
NC(=O)CC(NC(=O)Cc1cccc2ccccc12)c1ccc(NC2CCCCCC2)c([N+](=O)[O-])c1 (stereo not given)
→ i	15.8	-0.4
COc1ccccc1OCc1n[nH]c(=S)n1Cc1ccccc1
→ i	5.3	-0.7
CCOC(=O)c1c(C)nc2ccccn12
→ i	21.5	-1.1
CCOC(=O)Cn1c(=O)c2c(nc(N3CCOCC3)n2C)n(C)c1=O
→ i	8.6	-1.0
C=CCOc1c(CNc2ccc3[nH]c(=O)[nH]c3c2)cccc1OC
→ i	9.6	0.4
O=C1CC(c2ccccc2)C(C(=O)O)N1 (stereo not given)
→ i	8.4	0.9
CCn1c(C(c2ccccc2)c2ccccc2)n[nH]c1=S
→ i	18.2	-0.1
COc1cc(NC(=O)c2ccccc2[N+](=O)[O-])c(C(=O)O)cc1OC
→ i	12.9	0.7
COc1cc(NC(=S)NCC2CCCO2)c(OC)cc1Cl (stereo not given)
→ i	28.8	-0.6
COc1ccc(S(=O)(=O)N2CCN(C(=O)c3ccc(NC(C)=O)cc3)CC2)cc1
→ nt	0.8	-1.2
O=C(Nc1ccccc1Sc1ccccc1)c1ccc(F)cc1
→ i	17.0	-2.1
CC(C)(C)c1nnc(N/N=C/c2ccccc2O)n(N)c1=O
→ i	22.4	-0.2
COc1ccc(-c2cc(C(=O)Nc3cc(S(N)(=O)=O)ccc3C)c3ccccc3n2)cc1OC
→ i	20.5	-0.9
CCOc1ccccc1NC(=O)CSc1nnc(-c2cnccn2)n1CC
→ i	22.9	-1.0
CC(=O)c1cc2c(cc1NC(=O)CN1CCN(c3cccc(C(F)(F)F)c3)CC1)OCO2
→ i	10.2	-1.3
O=C(O)c1cc(C(F)(F)F)nc2c(C(F)(F)F)cccc12
→ i	10.6	0.5
O=C(NCc1ccccc1)N(Cc1cc2cc3c(cc2[nH]c1=O)OCO3)CC1CCCO1 (stereo not given)
→ i	22.3	-0.8
COC(=O)c1ccncc1N
→ i	4.8	-0.5
CCOC(=O)C1=C(O)/C(=C/N(C)C)N=C1C
→ i	26.9	-0.6

# (further entries)
# Order of results: KCNQ2 block	OX1R antag	STK33 inh
Cc1ccc(C(=O)NCC(=O)Nc2cc(C)ccn2)cc1
→ i	11.2	0.6
COc1ccc2oc(=O)c(C(=O)N3CCN(C(=O)c4ccco4)CC3)cc2c1
→ i	18.4	-0.5
COc1cc(C2C(C(=O)c3ccc(C)o3)=C(O)C(=O)N2c2cc(C)on2)ccc1O (stereo not given)
→ i	17.6	0.6
COc1ccc(C2CC(=O)C(C=NCCO)=C(O)C2)cc1 (stereo not given)
→ i	12.1	-0.4
O=C(NCc1ccc2c(c1)OCO2)c1cccc(S(=O)(=O)N2CCCC2)c1
→ i	nt	-1.1
CCOC(=O)C(C(=O)OCC)[C@@H]1CS(=O)(=O)C[C@H]1C(C(=O)OCC)C(=O)OCC
→ i	8.0	0.1
Nc1nonc1-n1nnc(C(=O)N/N=C/C=C/c2ccccc2)c1CSC1=NCCS1
→ i	8.9	-0.4
Cc1ccc(CS(=O)Cc2ccc(C(=O)NCc3ccc4c(c3)OCO4)o2)cc1 (stereo not given)
→ i	15.4	2.1
COc1ccc(NC(=O)c2cccc(NC(=O)c3ccccc3)c2)cc1
→ i	17.0	-0.4
Cc1c(C)c2cc(Cl)c(OCc3nn[nH]n3)cc2oc1=O
→ i	0.3	-1.0
COc1ccccc1N1CCN(C(=O)c2ccc3c(c2)CCN3S(C)(=O)=O)CC1
→ i	12.9	nt
CCc1sc(C(=O)NC2CCN(C)CC2)cc1Br
→ i	10.3	-0.2
CCOc1ccc(C(=O)CCC(=O)O)cc1
→ i	0.1	-1.4
CCCOc1cccc(-c2cc(C(=O)NNC(=S)NCC)c3ccccc3n2)c1
→ i	7.5	-0.9
FC(F)(F)c1cccc(Sc2cc(C(F)(F)F)nc(-c3ccccn3)n2)c1
→ i	19.8	-2.0
O=C1c2ccccc2-c2c1cccc2C(=O)N1CCCCCC1
→ i	20.5	-0.2
Cc1cccc(-n2c(SCC(=O)Nc3nonc3C)nnc2-c2ccoc2C)c1
→ i	14.8	-3.4
COc1cc2c(cc1OC)C(C)N(C(=O)c1cccs1)CC2 (stereo not given)
→ i	17.7	-0.6
C[C@@H]1NC(=O)[C@H](CCCN=C(N)N)NC(=O)c2cc([N+](=O)[O-])cc(I)c2OCC[C@@H](C(=O)NC(CC(=O)O)C(N)=O)NC1=O (stereo not given in full)
→ i	14.6	-1.6
CC(=O)c1cc(CN2CCCCC2)cc(OC(C)C)c1
→ i	6.1	-0.9
CCNC(=O)c1sccc1-n1cccc1
→ i	8.4	1.0
CCOc1ccc(-c2nc(CCl)cs2)cc1OC
→ i	46.3	0.5
O=C(CSc1nnc(C2COc3ccccc3O2)o1)N1CCCCC1 (stereo not given)
→ i	14.7	1.7
c1ccc(-c2cc(N3CCOCC3)nc(-c3ccccc3)n2)cc1
→ i	2.8	0.5
COc1ccccc1CCNC(=O)C(=O)c1cn(CC(=O)N2CCCC2)c2ccccc12
→ i	11.1	-0.5
CCC(C)[C@@H](N)C(=O)N/N=C/c1ccc2ncccc2c1 (stereo not given in full)
→ i	28.3	0.8
COc1cc([N+](=O)[O-])ccc1NC(=O)COC(=O)c1ccc(NC(N)=O)cc1
→ i	5.5	-0.6
CCOc1ccc(CN2CCN(Cc3cccn3-c3nccs3)CC2CCO)cc1 (stereo not given)
→ i	9.5	-1.2
NS(=O)(=O)c1ccccc1NC(=O)c1c(O)c2ccccc2[nH]c1=O
→ i	2.3	-0.7
Cc1cccc2cc(C(c3nnnn3C3CCCC3)N3CCOCC3)c(=O)[nH]c12 (stereo not given)
→ -7.84*	8.5	-0.5

# Arranged by formula weight (high to low): some entries from above.
# Order of results: KCNQ2 block	OX1R antag	STK33 inh
Nc1nonc1-n1nnc(C(=O)N/N=C/C=C/c2ccccc2)c1CSC1=NCCS1
→ i	8.9	-0.4
Cc1cccc(-n2c(SCC(=O)Nc3nonc3C)nnc2-c2ccoc2C)c1
→ i	14.8	-3.4
CCOc1ccc(-c2nc(CCl)cs2)cc1OC
→ i	46.3	0.5

# Some values from the results shown:
# OX1R antag with `CCOc1ccc(C(=O)CCC(=O)O)cc1` is entered as 0.1
# OX1R antag with `c1ccc(-c2cc(N3CCOCC3)nc(-c3ccccc3)n2)cc1` is entered as 2.8
# OX1R antag with `NS(=O)(=O)c1ccccc1NC(=O)c1c(O)c2ccccc2[nH]c1=O` is entered as 2.3
# OX1R antag with `CCNC(=O)c1sccc1-n1cccc1` is entered as 8.4
# OX1R antag with `O=C(CSc1nnc(C2COc3ccccc3O2)o1)N1CCCCC1` (stereo not given) is entered as 14.7
# STK33 inh with `O=C1c2ccccc2-c2c1cccc2C(=O)N1CCCCCC1` is entered as -0.2

# The list goes on:
# Order of results: KCNQ2 block	OX1R antag	STK33 inh
CCC(=O)c1ccc(OC(=O)C2CCN(C3=NS(=O)(=O)c4ccccc43)CC2)cc1
→ nt	3.3	-1.0
CCOC(=O)c1oc2ccccc2c1NC(=O)COC
→ i	1.5	-0.5
O=[N+]([O-])c1cc(S(=O)(=O)C(F)(F)F)ccc1NCC1CCCO1 (stereo not given)
→ i	25.9	-1.1
CC(C)c1ccc(NC2CCCN(C(=O)CN3CCOC3=O)C2)cc1 (stereo not given)
→ i	15.7	-2.6
COC(=O)C1=C(C)N(c2ccc(OC)c(OC)c2)C(=O)/C1=C\c1cccs1
→ i	12.8	-1.4
O=C(Nc1cccc(C(=O)N2CCCc3ccccc32)c1)c1ccccc1
→ i	17.7	-0.3
CC(C)C(NS(=O)(=O)c1cccc(C(F)(F)F)c1)C(=O)N1CCc2ccccc2C1 (stereo not given)
→ i	12.1	0.1
CC(C)c1[nH]nc2c1C(c1cccc(OC(=O)N3CCOCC3)c1)C(C#N)=C(N)O2 (stereo not given)
→ i	26.1	-0.4
CCOC(=O)c1c(N2C(=O)Nc3ccccc3N2O)sc2c1CCCC2
→ i	17.8	-1.1
Cc1ccc(OCCN2C(=O)C(=O)c3cccc(C)c32)cc1
→ i	9.9	-2.0
Cc1ccc(CCNC(=O)C2CCC(=O)N2CCc2ccccc2)cc1 (stereo not given)
→ i	11.3	-0.9
CCCN1C(=O)c2ccccc2NC1c1cc(OC)c(OC)c(OC)c1 (stereo not given)
→ i	8.8	-0.7
CN(CC(=O)Nc1c(Cl)cccc1Cl)C(=O)CNC(=O)c1ccc2c(c1)OCO2
→ i	14.3	-0.7
Cn1c(COc2ccc(Cl)cc2Cl)nnc1SCC(=O)NCC1CCCO1 (stereo not given)
→ i	9.3	11.8
CCN(C(=O)C1CCCN1S(=O)(=O)c1cccc2nsnc12)c1ccccc1 (stereo not given)
→ i	50.0	-0.4
Brc1ccccc1-c1nnc(SCc2nc3ccccc3s2)o1
→ i	19.0	-0.5
COC(=O)Cn1c(=NC(=O)CSCC(=O)NC2CCCCC2)sc2cc(OC)ccc21
→ i	17.9	0.8
O=C(c1ccccc1)N1CCN(C2CC(=O)N(CCc3ccccc3)C2=O)CC1 (stereo not given)
→ i	-3.3	-0.5
O=C(Nc1cccc(O)c1)c1cc(-c2cccs2)on1
→ i	20.4	0.4
COc1ccccc1NS(=O)(=O)c1ccc(N/N=C/c2ccccc2OCC(=O)O)c([N+](=O)[O-])c1
→ i	55.8	-0.7
N/C(CN1CCCC1=O)=N\OC(=O)c1ccc(Cl)c(Cl)c1
→ i	24.5	-0.2
COc1ccc(NC(=O)C2CC2)cc1NS(=O)(=O)c1ccc(F)cc1
→ i	12.3	0.2
CCc1ccc(NC(=O)CCNC(=O)Cn2ccc3ccccc3c2=O)cc1
→ i	2.4	-0.6
CC(C)CCNC(=O)CN(Cc1cccs1)C(=O)CCC(=O)Nc1nccs1
→ i	4.3	9.8
O=C(NCCN1CCOCC1)c1cc([N+](=O)[O-])cc([N+](=O)[O-])c1
→ i	78.3*	-1.6
O=C(O)c1cc(-n2nnnc2SCc2ccc([N+](=O)[O-])cc2)ccc1Cl
→ i	13.8	-1.1
Cc1ccc(-n2nnnc2C(=Cc2ccc(N(C)C)cc2)c2nnnn2-c2ccc(C)cc2)cc1
→ i	20.8	0.4
CC(/C=C/c1ccco1)=N\NC(=O)C(O)c1ccccc1 (stereo not given)
→ i	16.6	1.5
COc1ccc2oc(C(=O)NCC(Cc3ccccc3)N(C)C)c(C)c2c1 (stereo not given)
→ i	33.8	-1.9
O=C(NC(=S)N1CCN(Cc2ccc3c(c2)OCO3)CC1)c1cccc(Br)c1
→ i	8.8	-0.5

# Going on with the list:
# Order of results: KCNQ2 block	OX1R antag	STK33 inh
N/C(=N\OC(=O)c1cc([N+](=O)[O-])ccc1Cl)c1cccnc1
→ i	16.4	-4.9
CCN1CCN(C(=S)c2ccc(-c3ccccc3)cc2)CC1
→ i	12.3	0.3
CC1CN(C(=O)c2cc(-c3ccc(Cl)s3)nc3ccccc23)CC(C)O1 (stereo not given)
→ -8.53*	7.8	-0.1
CC1CCC(NC(=O)C2CC(O)CN2S(=O)(=O)c2ccc([N+](=O)[O-])cc2)CC1 (stereo not given)
→ nt	18.6	-4.3
CC(C)C(C)(C#N)NC(=O)CSc1nc(C2CCCCC2)n(-c2ccccc2)n1 (stereo not given)
→ i	7.9	-1.4
O=C(COc1ccccc1[N+](=O)[O-])N/N=C/c1ccc(O)cc1
→ i	17.3	nt
COc1ccccc1-n1nnnc1SCC(=O)N(CC(C)C)C1CCS(=O)(=O)C1 (stereo not given)
→ i	nt	-2.2
CC(=O)c1c(C)[nH]c(C(=O)N2CCCCCC2)c1C
→ i	9.6	-0.3
O=C(c1ccc2c(c1)OCCCO2)c1cccs1
→ i	18.4	1.1
Cc1ccc(/S(C)=N/S(=O)(=O)c2ccc(C)cc2)cc1 (stereo not given)
→ i	2.8	-1.4
COC(=O)C1=C(C)N(CCc2ccc(OC)cc2)C(=O)C1
→ i	6.3	0.3
NC(=O)CSc1nnc(-c2cccs2)n1Cc1ccco1
→ i	8.0	-1.7
C=CCNC(=S)NCc1ccccc1OC
→ i	33.3	-2.5
CCn1c(=O)c2cc(C(=O)Nc3ccccc3OC)sc2c2ccccc21
→ i	28.9	-0.8
CCC(=O)Nc1cccc(C2=NOC3(C2)C[C@@H](C(N)=O)N(C(=O)c2cc([N+](=O)[O-])cc([N+](=O)[O-])c2)C3)c1 (stereo not given in full)
→ i	41.3	0.4
CCN(CC)S(=O)(=O)c1cc(NC(=O)CNc2cccc(S(=O)(=O)N3CCOCC3)c2)ccc1C
→ i	30.8	0.7
COc1cc([C@H]2Oc3c(OC)cc(CCCO[C@@H]4O[C@H](CO)[C@@H](O)[C@H](O)[C@H]4O)cc3[C@@H]2CO)ccc1O
→ nt	14.5	-0.2
